# ABCB1 block: inhibitors of human ABCB1 transporter, ABCG2 counter-screen; P08183; CCRF-Adr cells, JC-1 efflux, flow cytometry; inhibition, % at 6.6 µM; hit rate 0.067% among 190,000; AID 1326; in the data active = inhibition above about 40%;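 also: 0% = vehicle and 100% = reference inhibitor; higher value means more JC-1 retained so stronger ABCB1 efflux block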
# RGS8-Gao reg: modulates binding of RGS8 to human Galphao; multiplexed bead flow cytometry; actives lie on both sides; P09471; hit rate 0.34% among 220,000; AID 1423; response (percent of control binding), % at 10 µM; in the data active = response below about 60% or above about 140%; inactive = in between;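 also: Galphao activated as the GDP aluminium fluoride complex binding bead-coupled RGS8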
# Target sequence (P09471 whole entry, looked up): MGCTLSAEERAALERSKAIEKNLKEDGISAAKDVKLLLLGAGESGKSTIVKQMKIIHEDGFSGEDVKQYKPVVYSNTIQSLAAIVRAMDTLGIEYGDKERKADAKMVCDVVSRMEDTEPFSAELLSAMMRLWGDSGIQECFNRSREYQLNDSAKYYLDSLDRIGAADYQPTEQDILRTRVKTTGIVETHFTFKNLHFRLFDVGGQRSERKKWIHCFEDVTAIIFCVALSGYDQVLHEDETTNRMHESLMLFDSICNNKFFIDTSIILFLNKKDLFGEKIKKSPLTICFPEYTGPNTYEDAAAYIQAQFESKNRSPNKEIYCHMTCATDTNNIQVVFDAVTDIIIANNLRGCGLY
# RGS7-Gao reg: modulates binding of RGS7 to human Galphao; AID 1439; binding response (% of control), % at 10 µM; P09471; hit rate 0.35% among 220,000; Multiplexed bead flow cytometry; actives lie on both sides; in the data active = binding response below about 49% or above about 150%; inconclusive = no clear call, values can overlap the other calls; inactive = in between;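 also: fluorescent Galphao held in activated GDP-AlF4 state binding bead-coupled RGS7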
# Avidin fluor: compound fluoresces at 488/530 nm on avidin beads | hit rate 0.38% among 220,000 | AID 1775 | compound fluorescence 488/530 nm, flow cytometry; active compounds read high | fluorescence (KMESF) at 10 µM; in the data active = fluorescence above about 47; also: inactives centre near 10
# Pf gametocyte: inhibitors of late stage P. falciparum gametocyte viability | P. falciparum stage V gametocytes, ATP luminescence, 24 h | AID 743093 | inhibition, % at 10.9 µM | hit rate 0.065% among 150,000;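 active = inhibition above the mean plus 3 SD of compounds within the control limits, set per campaign, cut at about 38% in these data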;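 also: 0% = DMSO wells and 100% = medium only without gametocytes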
# GSH bead fluor: compound fluoresces at 488/530 nm on GSH beads. GSH beads flow cytometry, compound fluorescence 488/530 nm; active compounds read high. fluorescence (KMESF) at 10 µM. hit rate 0.25% among 190,000. AID 1776; in the data active = fluorescence above about 89;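 also: glutathione beads carrying GST-tagged Bcl family fusion proteins plus one bare bead set; values are compound well signal with DMSO vehicle wells as background; inactives centre near 16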
# ABCG2 block: human ABCG2 inhibition, ABCB1 as counter-screen | Q9UNQ0 | IgMXP3 cells, JC-1 efflux, flow cytometry | inhibition, % at 6.6 µM | hit rate 0.1% among 190,000;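 active = inhibition above 80%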;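 also: 0% = DMSO and 100% = nicardipine control wells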
#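 Read-out basis: Efflux inhibition in percent versus controls | Test system: ABCG2 IgMXP3 and barcoded ABCB1 CCRF-Adr cell mix | Quantity: 3 million cells/mL in well | Schedule: 10 min at 25 °C | Control set: Nicardipine as high control, DMSO as low control | Reagent: JC-1 as fluorescent efflux pump substrate | Signal: Flow cytometry of retained JC-1 fluorescence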
# Mcl1-Bid inh: disrupts binding of human Mcl-1 to Bid peptide; Q07820; inhibition, % at 21.7 µM; hit rate 0.97% among 220,000; TR-FRET Mcl-1/Bid-Dy647 peptide binding, 1536-well;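 active = compounds that cut the binding signal by more than half at the single screening dose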;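 also: His-tagged Mcl-1 with europium anti-His antibody binding Bid BH3 peptide; 0% = Mcl-1 plus peptide wells and 100% = peptide-only wells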
# Target sequence (Q07820 whole entry, looked up): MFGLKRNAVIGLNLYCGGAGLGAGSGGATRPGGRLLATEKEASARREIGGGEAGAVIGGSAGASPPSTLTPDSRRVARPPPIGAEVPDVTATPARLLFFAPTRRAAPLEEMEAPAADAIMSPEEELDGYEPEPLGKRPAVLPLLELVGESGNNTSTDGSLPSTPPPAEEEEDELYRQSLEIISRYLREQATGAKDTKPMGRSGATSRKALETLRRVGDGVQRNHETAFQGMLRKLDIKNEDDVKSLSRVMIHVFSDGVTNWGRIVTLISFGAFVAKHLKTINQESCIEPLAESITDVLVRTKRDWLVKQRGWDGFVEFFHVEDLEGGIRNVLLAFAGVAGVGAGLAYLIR
# Mcl1-Noxa inh: disrupts binding of human Mcl-1 to Noxa peptide | hit rate 1.5% among 220,000 | inhibition, % at 21.7 µM | Q07820 | TR-FRET Mcl-1/Noxa peptide binding, 2 h;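 active = compounds that cut the protein-peptide binding signal by more than 50% relative to plate controls in a single-dose test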;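 also: His-tagged Mcl-1 with rhodamine Noxa BH3 peptide and terbium anti-His antibody; 0% = Mcl-1 plus Noxa peptide wells and 100% = peptide-only wells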
# RGS4-Gao reg: modulates binding of RGS4 to human Galphao. P09471. Multiplexed bead flow cytometry; actives lie on both sides. binding response (% of control), % at 10 µM. hit rate 0.33% among 220,000. AID 1415; in the data active = binding response below about 49% or above about 150%; inactive = in between;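 also: fluorescent Galphao activated with aluminum fluoride binding bead-coupled RGS4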
# Bim-Mcl-1: human Bim-Mcl-1 interaction inhibition | Bead-based flow cytometry, Bim peptide-Mcl-1 binding | inhibition, % at 10 µM | hit rate 0.1% among 190,000; in the data active = inhibition above about 40%;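 also: 0% = no compound tracer wells and 100% = peptide blocker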
# * hit, by the source's call; ? = inconclusive; · = not tested or not shown.
# The opening 7 records (preview)
SMILES,ABCB1 block,RGS8-Gao reg,RGS7-Gao reg,Avidin fluor,Pf gametocyte,GSH bead fluor,ABCG2 block,Mcl1-Bid inh,Mcl1-Noxa inh,RGS4-Gao reg,Bim-Mcl-1
COc1ccccc1C(=O)Oc1cc(N)n(S(=O)(=O)c2ccccc2)n1,-0.3,101,?,9,3,16,-1,-12,16,99,-1
CC(C)NC(=O)CCc1nnc(Cc2cccc(C(F)(F)F)c2)o1,1.2,97,99,5,4,10,3,-7,8,98,39
O=C(c1ccc(C(F)(F)F)cc1)N1CCCCC1,0.7,96,91,12,·,79,2,-25,11,94,0
CCOC(=O)CSc1nnc(NC(=O)c2cccc([N+](=O)[O-])c2C)s1,-0.1,92,90,8,·,16,1,9,9,95,12
Cc1cc(NC(=O)c2cccs2)n(-c2ccccc2)n1,0.2,107,102,6,-35,55,2,-5,-30,101,0
CCCCCCCCCCCCS[C@H]1CS(=O)(=O)C[C@@H]1O,·,101,?,6,17,·,·,8,22,102,·
Cc1cc(C)n(-c2ccc(C(=O)O)cc2)n1,1.1,100,99,17,·,11,15,-14,15,107,-2

# Results, from the start:
SMILES,ABCB1 block,RGS8-Gao reg,RGS7-Gao reg,Avidin fluor,Pf gametocyte,GSH bead fluor,ABCG2 block,Mcl1-Bid inh,Mcl1-Noxa inh,RGS4-Gao reg,Bim-Mcl-1
COc1ccccc1C(=O)Oc1cc(N)n(S(=O)(=O)c2ccccc2)n1,-0.3,101,?,9,3,16,-1,-12,16,99,-1
CC(C)NC(=O)CCc1nnc(Cc2cccc(C(F)(F)F)c2)o1,1.2,97,99,5,4,10,3,-7,8,98,39
O=C(c1ccc(C(F)(F)F)cc1)N1CCCCC1,0.7,96,91,12,·,79,2,-25,11,94,0
CCOC(=O)CSc1nnc(NC(=O)c2cccc([N+](=O)[O-])c2C)s1,-0.1,92,90,8,·,16,1,9,9,95,12
Cc1cc(NC(=O)c2cccs2)n(-c2ccccc2)n1,0.2,107,102,6,-35,55,2,-5,-30,101,0
CCCCCCCCCCCCS[C@H]1CS(=O)(=O)C[C@@H]1O,·,101,?,6,17,·,·,8,22,102,·
Cc1cc(C)n(-c2ccc(C(=O)O)cc2)n1,1.1,100,99,17,·,11,15,-14,15,107,-2
COc1ccc(NC(=O)C(Cc2ccccc2)NC(=O)c2ccco2)cc1OC (stereo unspecified),0.4,115,116,11,-2,40,12,-22,-2,119,0
O=C(N/N=C\c1cccc(OC(=O)c2ccco2)c1)c1ccc2c(c1)OCO2,0.6,102,106,7,13,8,4,-21,23,105,-1
CCCNC(=O)N1CCN(S(=O)(=O)c2ccc(C)cc2)CC1,0.4,102,100,39,·,15,1,-28,5,101,-4
CCNS(=O)(=O)c1ccc(NC(=O)CC(C)c2ccccc2)cc1 (stereo unspecified),0.1,101,102,8,-9,12,6,-14,15,104,0
O=C(Oc1ccc(OC(=O)N2CCCCC2)cc1)N1CCCCC1,-2.0,102,100,12,·,18,-4,-15,-1,102,-2
COc1ccc(C(=O)Nc2cc(OC)cc(OC)c2)cc1,0.1,102,102,7,-6,4,1,-9,4,101,0
c1ccc(-c2cc3c(nn2)CCc2nonc2-3)cc1,0.5,105,97,25,-12,30,40,2,7,101,-1
Cc1ccc(C(=O)NC(=S)Nc2ccccc2C(F)(F)F)c(C)c1,0.7,·,·,·,·,20,3,-9,18,·,-3
Cc1ccc(NC(=O)C2CCN(S(=O)(=O)c3c(C)[nH]c(=O)[nH]c3=O)CC2)cc1,1.1,104,104,7,-20,53,3,-14,2,102,0
CSCC[C@H](NC(=O)Nc1cccc(Br)c1)C(=O)O,·,100,?,12,-16,·,·,-32,20,96,·
CC(=O)Nc1ccc(N(C(=O)CNC(=O)c2ccco2)C(C(=O)NCC2CCCO2)c2ccccc2)cc1 (stereo unspecified),-0.1,100,?,8,34,9,0,-40,-9,97,-1
C=CCn1c(=N)n(CC(=O)c2ccc(Br)s2)c2ccccc21,0.4,110,104,12,·,12,5,-15,23,104,-9
NC(=O)CSc1nc(O)cc(=O)n1-c1ccccc1,0.5,102,100,19,·,24,2,-31,25,101,1
CCOC(=O)c1nnn(CC(=O)Nc2cc(F)ccc2F)c1C(=O)OCC,0.0,104,100,36,·,16,0,-16,14,102,0
Cc1ccc(C)c2c1cc(C)c1nnc(SCC(=O)Nc3nc4c(s3)CCCC4)n12,1.8,103,101,5,4,8,5,13,18,99,-2
CC(C)[C@H](NC(=O)[C@H](CCCN=C(N)N)NC(=O)NC(Cc1ccccc1)C(=O)O)C(=O)NC(C=O)CCCN=C(N)N (stereo partly specified),-0.2,105,107,13,·,21,-1,0,6,106,-2
CCOc1ccc(C(CC(=O)O)NC(=O)COc2ccccc2)cc1OC (stereo unspecified),0.1,105,99,23,·,11,0,-14,10,100,-1
O=C(Oc1ccc[nH]c1=O)c1cccc(Cl)c1,·,97,?,8,·,·,·,-6,17,97,·
O=c1[nH]c(-c2ccc(O)cc2)nc2scc(-c3cccs3)c12,·,97,?,3,1,·,·,-11,12,94,·
O=C(C1CCN(S(=O)(=O)c2cccc3cccnc23)CC1)N1CCN(c2ccc(Cl)cc2)CC1,1.6,102,98,6,·,24,4,-23,-6,100,1
CSc1nc(N)nc(SC2C=CCCC2)c1C#N (stereo unspecified),1.1,100,102,11,12,16,5,-8,-14,101,-6
COC(=O)Nc1c(C(=O)OC)cc(OC)c(OC)c1OC,0.1,106,103,7,·,15,1,5,14,104,-1
CC1CCN(c2c(NCC3CCC(C(=O)NCc4ccccc4)CC3)c(=O)c2=O)CC1 (stereo unspecified),-0.5,103,101,8,·,12,-2,-31,-13,102,-2
COc1cccc(Nc2nc(-c3cccs3)nc3ccccc23)c1,-0.6,89,88,11,10,7,-10,-5,7,75,-2
O=[N+]([O-])/C=C/c1c(OCc2ccccc2)ccc2ccccc12,-0.3,90,96,5,·,44,-1,12,-2,92,-5
C=CCN1C(=O)N(c2ccc(F)cc2)C(=O)C1CC(=O)Nc1ccc(Cl)cc1 (stereo unspecified),·,95,?,6,4,·,·,-10,24,93,·
COCCNC(=O)c1onc(CSc2ccccc2C)c1C(=O)O,0.8,102,102,11,12,31,7,23,22,98,-5
Cc1nn(C)cc1C1C(C#N)=C(N)N(c2ccc(F)c([N+](=O)[O-])c2)C2=C1C(=O)CCC2 (stereo unspecified),-0.1,102,97,3,·,9,0,-86,-10,101,-5
O=C(c1cc(-c2ccncc2)nc2ccc(Br)cc12)N1CCN(c2ccccn2)CC1,3.5,97,96,12,11,25,4,-1,13,94,2
COC(=O)c1ccccc1S(=O)(=O)C(C)(C)C,0.6,100,103,20,·,22,1,0,8,100,0
O=C(CN1C(=O)S/C(=C\c2ccccc2)C1=O)NNC(=O)c1ccccc1O,-0.2,108,108,14,10,8,-2,6,14,112,-5
CCOC(=O)C1CCN(C(c2cccc(F)c2)c2sc3nc(C)nn3c2O)CC1 (stereo unspecified),0.3,101,103,7,·,19,1,-4,2,99,-1
COc1ccc(C2CC(=O)Oc3c(C(CCN4CCOCC4)c4cc(OC)c(OC)c(OC)c4)c(OC)cc(OC)c32)cc1 (stereo unspecified),·,100,?,9,·,·,·,-44,10,102,·
CC1(C(=O)O)CCC(C(=O)N2CCOCC2)C1(C)C (stereo unspecified),-0.1,102,97,9,·,20,1,-29,-12,95,-1
Cc1c([N+](=O)[O-])cc(C(=O)Oc2cccc(C(=S)N3CCOCC3)c2)cc1[N+](=O)[O-],0.5,99,94,11,-26,12,5,-7,12,98,3
CCN1CCCc2cc(CN(CCN3CCOCC3)C(=S)Nc3cc(F)cc(F)c3)ccc21,5.2,102,92,6,8,20,2,-100,60*,99,-1
S=c1[nH]nc(-c2cc(-c3ccco3)[nH]n2)n1-c1ccccc1Cl,-2.0,99,96,11,-2,34,26,-28,48,98,-6
Cc1ccc(N/N=C(\C#N)C(N)=S)cc1C,0.4,100,100,10,25,18,3,-60,22,101,-1
CCCCSc1ccc(NC(=O)c2cccnc2)cc1,1.1,101,101,13,·,22,6,-8,8,101,-3
CC1(C)CNC(=O)c2sc(NC(=O)c3ccccc3)nc2C1,-0.2,104,99,22,2,8,0,-28,-8,100,0
CCOc1ccc(NC(=O)Nc2cccs2)cc1,0.1,104,98,13,·,29,23,-21,1,100,-3
O=C(COC(=O)c1ccccn1)Nc1nccs1,-1.3,85,95,4,·,12,1,-34,2,91,5
Cc1ccc(C2C3=C(CC(C)(C)CC3=O)NC3=C2C(=O)CC(C)(C)C3)o1,0.6,103,103,12,·,9,4,-100,7,112,-3
COc1cc(CN2CCCC(CO)(Cc3ccccc3C)C2)cc2c1OCO2 (stereo unspecified),0.4,106,102,12,8,18,3,-31,-4,104,0
O=C(/C=C\c1ccc(-c2ccccc2)o1)c1ccccc1,-1.1,94,102,5,0,8,-8,-35,22,100,11
CCOC(=O)c1[nH]c(C)c(C(=O)Nc2cc(OC)ccc2OC)c1C,1.5,102,100,11,3,24,14,-21,32,102,-4
O=C(COC(=O)c1cc(Cl)nc2ccccc12)c1ccc(Cl)cc1,1.5,86,94,4,1,18,20,-39,-10,97,-19
Cc1ccc2[nH]cc(CCNC(=O)CN3C(=O)c4ccccc4C3=O)c2c1,0.7,93,91,9,-5,9,14,-26,11,91,0
COc1ccc2ccccc2c1C1CC(=O)N2CN(Cc3ccco3)CSC2=C1C#N (stereo unspecified),0.5,96,103,5,·,11,2,-17,36,100,4
Cc1ccc(C(=O)O/N=C(\N)c2cccnc2)cc1[N+](=O)[O-],-0.8,103,100,13,-18,10,13,7,4,101,-4
O=C(CSc1nc2c(sc3ccccc32)c(=O)n1CCCN1CCCC1)NCc1ccccc1,0.2,101,101,9,·,14,1,8,12,101,0
CC(C)(C)c1cc(CN2CCN(CCO)CC2)cc(C(C)(C)C)c1O,-0.4,100,101,14,·,34,-2,62*,28,104,-4

# Source: PubChem BioAssay

# This is a random part of the collection; any-hit rate near 3.3%.
